High-throughput results as filed in PubChem BioAssay.
P. falciparum M17LAP = P. falciparum M17LAP inhibitors, primary screen, biochemical, fluorogenic H-Leu-NHMec substrate, 1536-well (AID 1619); recombinant M17LAP, H-Leu-NHMec fluorogenic kinetic assay; higher % means a stronger effect; inhibition, % at 30 µM; hits with a dose series show IC50 in µM; 0.38% of 220,000 active;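 active means compound inhibiting the enzyme by more than half at any dose during confirmatory dose-response retesting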;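 further: plate controls were full reaction with DMSO carrier for no effect and no enzyme background for full effect; strong numbers were not always called active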
human PMI inhibitors = human PMI inhibitors, high substrate, primary screen, biochemical, fluorescence intensity, high mannose 6-phosphate (AID 1220) | recombinant PMI enzyme, coupled fluorescence intensity; higher % means a stronger effect | 0.66% of 190,000 active | one-dose inhibition, % at 20 µM; IC50 in µM for titrated hits
PMI inhibitors = MPI enzyme activity inhibition – biochemical, fluorescence intensity, coupled assay, primary screen (AID 1209) | 0.42% of 190,000 active | purified PMI enzyme, coupled fluorescence intensity; higher % means a stronger effect | inhibition, % at 20 µM; hits with a dose series show IC50 in µM;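 further: plate controls were DMSO vehicle for no effect and wells lacking substrate for full effect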
XIAP displacement = small molecules displacing peptide from XIAP – biochemical, IAP family, fluorescence polarization (AID 1018); 0.007% of 200,000 active; XIAP BIR domain, fluorescence polarization peptide displacement; higher % means a stronger effect; one-dose displacement, % at 20 µM; IC50 in µM for titrated hits; in the data active means displacement above about 50%; further: a part of the inactive calls stands beside numbers as strong as those of hits
M1AAP inhibition = P. falciparum M1AAP inhibitors, biochemical, fluorogenic H-Leu-NHMec substrate, 1536-well (AID 1445); recombinant M1AAP, H-Leu-NHMec fluorogenic kinetic assay; higher % means a stronger effect; one-dose inhibition, % at 30 µM; IC50 in µM for titrated hits; 0.42% of 220,000 active;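 active means primary inhibition above the hit cutoff, then over 50% inhibition at one or more dose response concentrations, cut at about 23% in these data, passing the limit was not always enough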;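 further: plate controls were DMSO full reaction for no effect and no enzyme background for full effect; strong numbers were not always called active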
K1F lysis inhibition = protection from phage-mediated lysis, alamar blue read-out – E. coli UTI89, K1F phage, bacterial capsule biogenesis inhibitors (AID 488966); E. coli UTI89 K1F phage lysis, alamar blue, 2 h; higher % means a stronger effect; inhibition, % at 100 µM, or IC50 in µM where a hit was titrated; 0.02% of 340,000 active;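 active means phage lysis inhibition, versus mean bacterial control, above a set limit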;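 further: capsule biogenesis inhibitors block K1F phage lysis so surviving cells raise fluorescence; higher fluorescence means more inhibition of phage lysis; actives were called in the ten point dose series up to 300 µM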
TNAP activators = human TNAP enzyme activators, primary screen, biochemical, luminescent, no phosphate acceptor, uHTS (AID 1001) | purified TNAP, luminescent activation assay, no phosphate acceptor; higher activation fold means a stronger effect | activation fold at 20 µM; hits with a dose series show EC50 in µM | 0.03% of 200,000 active; in the data active means activation fold from about 3, or a potency from the dose series; inactive means the rest, 99 in 100 with activation fold below about 1.6; further: many of its hits are not listed in these tables
SIAH1 antagonists = Siah-1 peptide-binding antagonists, primary screen, biochemical, fluorescence polarization, rhodamine-plectin, uHTS (AID 1817). Siah-1 / rhodamine-plectin peptide fluorescence polarization; higher % means a stronger effect. 0.02% of 290,000 active. one-dose displacement, % at 20 µM; IC50 in µM for titrated hits;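 active means displacement of at least 50% at 20 µM, with a fluorescence ratio check between 0.3 and a set limit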;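 further: plate controls were Siah plus tracer with DMSO for no effect and tracer alone without Siah for full effect; strong numbers were not always called active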
Hep lipid drop = modulators of hepatic lipid droplet formation | inhibition, % at 6.5 µM | AML12 mouse hepatocytes, oleate lipid droplets, BODIPY imaging | AID 1656 | 0.4% of 240,000 active;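 active means lipid droplet intensity inhibited by at least 50%, with more than 500 cells counted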
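Material – AML12 mouse liver cells · Also added – oleate loading, 100 µM · Compound dosing – 6.5 µM single-point dosing · Times – overnight treatment with compound plus oleate · Measured by – fluorescence imaging, 20x objective, two fields per well · Read-out – percent inhibition of filter-corrected integrated lipid droplet intensity per well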
Hep lipid drop cells 6.5 µM = further read-out of Hep lipid drop, marked with its call; cell count; measured here: cell count, cytotoxicity flag;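 cells counted across two imaged fields per well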
Active calls of the source: *; x = not tested or not shown; [ ] = another dose, or the depositor's remark. Unless noted, no stated cut-off is given here; in the data, active means inhibition above about 50%; inactive means the rest.

SMILES	P. falciparum M17LAP	human PMI inhibitors	PMI inhibitors	XIAP displacement	M1AAP inhibition	K1F lysis inhibition	TNAP activators	SIAH1 antagonists	Hep lipid drop	Hep lipid drop cells 6.5 µM
Cc1cccc(NC(=S)NC23CN4CN(CN(C4)C2)C3)c1C	-2.4%	-2.1%	-8.3%	-1.7%	-10.7%	1.6%	1.2	14.9%	3.5	737
CCOc1ccccc1NC(=S)N1CCN(c2nc(-c3ccc(F)cc3)cs2)CC1	1.9%	-2.6%	6.3%	-6.1%	-1.7%	-0.1%	1.2	3.4%	-6.7	677
O=C(CN1CCOCC1)NCc1ccccc1	3.9%	-2.5%	1.0%	-5.5%	5.2%	0.5%	1	1.9%	5.8	762
Cn1c(=O)c2c(nc(CN3CCN(c4ccccc4)CC3)n2Cc2ccccc2F)n(C)c1=O	x	10.3%	6.4%	-6.6%	x	x	1	3.1%	x	x
CNC(=S)N=Nc1c(O)[nH]c2ccc(C(C)C)cc12	-5.5%	12.7%	8.4%	-9.5%	15.2%	2.6%	1.6	-1.6%	5.9	751
Cc1ccc(SCC(=O)NCc2ccncc2)cc1	-3.2%	-6.6%	-2.9%	-22.3%	-5.0%	0.3%	1	-3.6%	10.6	600
CCN(CC)S(=O)(=O)c1ccc(-c2nnc(SCc3nnc(-c4ccc(C)cc4)o3)n2CC)cc1	-11.7%	2.7%	8.2%	-4.0%	9.7%	-0.5%	1	0.7%	-2.8	747
CCOc1ccc2nc(NC(=O)c3cc([N+](=O)[O-])ccc3N3CCOCC3)sc2c1	13.0%	22.5%	18.3%	2.8%	13.8%	0.3%	1	0.9%	37.1	633
CCn1cc(C(=O)NC2CCCCC2C)c(=O)c2ccc(C)nc21 (stereo not given)	-2.4%	9.8%	15.3%	1.5%	12.9%	-1.3%	1.1	3.5%	4.7	719
COc1ccc(C2CC(=O)C3=C(C2)NC(C)=C(C(=O)Nc2ccccc2C)C3c2coc3ccc(C)cc3c2=O)cc1OC (stereo not given)	3.5%	-12.7%	3.3%	-7.0%	-7.1%	2.9%	1	-0.9%	x	x
Cc1cc(C)n(C(=O)c2ccc(C)o2)n1	6.2%	-3.5%	4.0%	19.5%	9.0%	1.0%	1.1	-3.8%	-1.5	773
CC(=O)Oc1ccc(Nc2ccccc2)cc1	-5.4%	17.5%	15.6%	-2.6%	-0.6%	-0.7%	1	11.1%	-22.7	641
Cc1ccc(Cl)cc1N1CCN(C(=O)Cc2ccc(-n3c(=O)[nH]c4ccsc4c3=O)cc2)CC1	8.8%	-2.9%	9.5%	-6.2%	4.1%	-0.4%[50 µM]	1.1	2.0%	0.9	686
Cn1c(=O)n(C)c2cc(S(=O)(=O)N3CCN(c4ccccc4)CC3)ccc21	-0.3%	x	x	x	-1.1%	-0.1%[50 µM]	x	6.2%	0.4	690
CC(NC(=O)COC(=O)Cc1ccsc1)C1CC2CCC1C2 (stereo not given)	9.8%	-9.1%	-5.5%	-6.5%	2.0%	0.6%	1.1	2.7%	x	x
Cc1[nH]c(=O)c(C#N)c2c1COC(C)(C)C2	-2.3%	-1.2%	-3.1%	-6.3%	-1.7%	-0.6%	1	-0.8%	-6.4	686
Cc1[nH]n(-c2ccc([N+](=O)[O-])cc2)c(=O)c1C=NCCN1CCN(C(=O)c2ccccc2)CC1	7.5%	-2.7%	-0.6%	-2.6%	2.6%	0.1%	1.1	-1.4%	10.8	751
CCOC(=O)CCc1n[nH]c(=O)[nH]c1=O	-7.9%	-2.8%	1.8%	-4.7%	2.8%	-0.1%	1.1	1.5%	6.7	764
COC(=O)C1=CN(CCOC23CC4CC(CC(C4)C2)C3)C=C(C(=O)OC)C1c1ccsc1	-1.2%	2.4%	3.3%	1.0%	8.1%	0.8%	1.3	3.2%	8.9	747
CS(=O)(=O)n1nc(NCc2cccs2)nc1NCc1cccs1	-0.3%	-4.0%	-2.8%	-3.7%	5.2%	-0.8%	1.1	7.1%	0.5	730
COc1ccc(CCNC(=O)c2c(C)cc(=O)oc2C)cc1OC	4.3%	1.1%	0.6%	-5.6%	6.3%	6.8%	1.1	-0.8%	x	x
Cc1ccc(N2C(=O)C(NC(=O)c3ccccc3)(C(F)(F)F)C3=C2CC(C)(C)CC3=O)cc1 (stereo not given)	-2.4%	6.3%	3.8%	-19.1%	5.7%	2.6%[50 µM]	1.1	-3.4%	10.9	664
Cc1ccc(-n2cnc3ncnc(-c4ccccc4)c32)cc1	-5.9%	-0.8%	-0.4%	-2.2%	2.6%	0.3%	1.1	-3.9%	-5.9	619
O=C(Cn1cc2c(n1)CCCC2)NCCCN1CCN(Cc2ccccc2)CC1	-0.6%	-0.9%	-1.1%	-5.7%	-3.9%	6.2%	1	1.0%	x	x
O=C(CN1CCOCC1)Nc1nc2cc([N+](=O)[O-])ccc2s1	39.8%	-1.0%	-1.5%	-3.7%	5.3%	-0.6%	1	-3.5%	18.8	756
Cc1ccc(S(=O)(=O)NNC(=O)C(=O)NNc2ccccn2)cc1	25.3%	-10.8%	19.1%	-4.4%	3.5%	0.1%	2.9	-3.2%	x	x
Cc1cccc(C(=O)NC(=S)Nc2ccc(Cc3ccncc3)cc2)c1	9.8%	6.7%	27.0%	-3.0%	21.2%	2.4%	1	0.2%	x	x
C#CCNc1cc(C)nc2ncnn12	4.0%	-0.3%	-0.6%	0.6%	0.6%	-0.2%	1.1	7.3%	x	x
O=C1CNC(=O)/C1=C\N1CCN(C(c2ccccc2)c2ccccc2)CC1	7.6%	22.6%	12.3%	1.8%	10.1%	1.2%	1.1	1.0%	x	x
CC1(C)C(c2ccccc2)=[N+]([O-])CN1O	3.3%	4.1%	0.9%	2.0%	-1.9%	2.3%	1.1	0.7%	x	x
Cc1ccc(C2Nc3ccccc3NC3=C2C(=O)OC(C)C3)cc1 (stereo not given)	17.0%	13.6%	11.0%	-1.6%	3.6%	2.0%	1	-3.1%	-4.9	566
Nc1nnc(CC(=O)N/N=C/c2ccc(-c3ccccc3)o2)s1	4.0%	2.3%	2.1%	-2.0%	21.5%	1.0%	1	42.2%	0.2	738
O=C(Nc1ccc(Cl)cc1)N1CCN(Cc2ccc3c(c2)OCO3)CC1	-1.2%	x	x	x	1.2%	-0.5%[50 µM]	x	-0.9%	0.4	600
COc1ccc(-c2cn3c(C)c(C(=O)N4CCN(c5ccc(F)cc5)CC4)sc3n2)cc1	4.2%	6.2%	-1.5%	-3.0%	7.2%	0.2%	1.1	-3.1%	x	x
CC(=O)N(Cc1ccc(F)cc1)C1=C(NCCc2ccccc2)C(=O)c2ccccc2C1=O	0.7%	-6.7%	10.7%	-1.1%	7.4%	-0.3%	1	7.7%	-14.7	704
O=C(CN1CCN(S(=O)(=O)c2ccccc2)CC1)Nc1ccc2c(c1)CCC2	8.6%	4.7%	1.8%	-4.5%	-2.3%	3.3%	1.1	-6.2%	9.8	651
CC1(C)OC(=O)C(=CNc2ccccc2F)C(=O)O1	16.0%	-6.4%	-2.9%	-0.9%	5.4%	0.2%	1.1	-0.4%	23.2	770
CCCNC(=O)OC[C@H]1O[C@H](CCO/N=C/[C@@H](NS(=O)(=O)c2ccc(C)cc2)[C@H](C)/C=C/CC(=O)OC)C=C[C@@H]1Oc1ccc(OC)cc1	2.3%	15.7%	12.9%	-22.2%	1.1%	x	1	3.3%	-2.1	691
CC(=O)Nc1c(C(=O)NCc2ccccc2)nnn1Cc1ccccc1	10.0%	5.2%	1.6%	-2.1%	0.4%	-0.2%	1.1	1.8%	x	x
CNC(=S)Nc1ccc([N+](=O)[O-])c(C)c1	25.0%	6.5%	8.6%	-6.6%	1.6%	0.2%[50 µM]	1.1	-3.8%	25.0	679
Cc1cc(=O)oc2cc(OCC(=O)NCc3ccccn3)ccc12	-0.8%	9.1%	13.4%	-1.0%	-0.4%	0.1%	1	-3.1%	x	x
O=C(O)Cn1cc(C(=S)N2CCOCC2)c2ccccc21	4.6%	-8.7%	-2.8%	-14.4%	2.3%	-0.8%	1.1	3.1%	-3.8	729
C#CCOCCOCCOCCNc1nc(N2CCN(C(=O)[C@H](CCC(=O)O)n3cc(C(N)Cc4ccc(O)cc4)nn3)CC2)nc(N2CCN(C(=O)[C@H](CCC(=O)O)n3cc(C(N)[C@H](C)CC)nn3)CC2)n1 (stereo not given in full)	1.3%	-33.1%	-0.8%	-5.8%	1.0%	0.2%	1	-1.6%	13.6	720
Cc1c(C(=O)NCCSc2ccc(Cl)cc2)cccc1[N+](=O)[O-]	-7.0%	-5.1%	9.0%	-2.7%	5.8%	5.6%	1.2	9.8%	-2.7	625
S=C(NCc1cccs1)Nc1cccc2ccccc12	-3.4%	20.3%	11.1%	-2.9%	-2.3%	-0.5%	1.1	1.9%	-13.7	692
Cn1cnnc1SCC(=O)N1N=C(c2ccc(Cl)cc2)CC1c1ccco1 (stereo not given)	-2.2%	12.3%	0.1%	-3.6%	2.9%	0.9%	1	3.0%	1.7	794
CCOC(=O)c1c(C)[nH]c(C(=O)OCC(=O)Nc2cc(C)ccc2OC)c1C	-4.6%	-5.4%	0.4%	-50.4%	-6.3%	-0.3%	1.1	2.0%	6.2	791
CN(CC(=O)N1CCN(c2ncccn2)CC1)S(=O)(=O)c1ccc(Cl)cc1	2.1%	-8.0%	-20.9%	-8.4%	2.6%	1.6%	1.1	-0.4%	-11.0	705

Look-ups from the results shown.
For M1AAP inhibition, `CC(=O)Nc1c(C(=O)NCc2ccccc2)nnn1Cc1ccccc1` has the entry 0.4%
For XIAP displacement, `CNC(=S)Nc1ccc([N+](=O)[O-])c(C)c1` has the entry -6.6%
For PMI inhibitors, `Cc1cc(=O)oc2cc(OCC(=O)NCc3ccccn3)ccc12` has the entry 13.4%

The results go on.
SMILES	P. falciparum M17LAP	human PMI inhibitors	PMI inhibitors	XIAP displacement	M1AAP inhibition	K1F lysis inhibition	TNAP activators	SIAH1 antagonists	Hep lipid drop	Hep lipid drop cells 6.5 µM
COc1ccc(-c2csc3nc(-c4ccccc4F)oc(=O)c23)cc1OC	4.2%	-4.4%	-1.9%	-3.0%	9.1%	-0.1%	1.1	-3.0%	x	x
O=C(NCCCn1ccnc1)c1ccccc1NS(=O)(=O)c1ccc(F)c(F)c1	14.1%	-3.8%	5.1%	-6.4%	6.7%	2.9%	1	-6.1%	-1.7	780
Cc1ccc(C)c(NC(=S)NCCc2ccc(F)cc2)c1	4.8%	-6.9%	1.6%	-2.0%	2.0%	0.1%	1.2	-4.6%	-76.0	563
O=C(NC1CCCCC1)c1ccc(-n2cnnn2)cc1	1.1%	x	x	x	0.9%	-0.3%	x	-1.1%	8.9	652
